VHR inh abs – DUSP3 (human) phosphatase inhibition | inhibition, % at 13.3 µM | P51452 | 0.52% of 290,000 active | recombinant VHR phosphatase, pNPP absorbance | AID 1654; in the data active = inhibition above about 50%; also: some compounds called inactive have numbers as strong as hits
Target sequence (P51452 whole entry, looked up): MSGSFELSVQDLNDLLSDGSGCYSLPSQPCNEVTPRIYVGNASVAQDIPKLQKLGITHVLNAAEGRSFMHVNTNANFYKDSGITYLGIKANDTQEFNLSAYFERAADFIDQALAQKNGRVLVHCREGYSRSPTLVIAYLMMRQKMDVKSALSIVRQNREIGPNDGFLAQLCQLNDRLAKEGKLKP
Rv3671c inh – inhibits the M. tuberculosis serine protease Rv3671c | P9WHR9 | inhibition, % at 5.96 µM | 0.048% of 320,000 active | AID 2606; in the data active = inhibition above about 38%;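 also: extracellular domain of Rv3671c used as enzyme; 0% = enzyme with DMSO and 100% = no enzyme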
SSB-PriA inh – blocks PriA binding to SSB C-terminal tail; AlphaScreen SSBct-PriA binding, biotinylated peptide; inhibition, % at 33 µM; 0.6% of 430,000 active; AID 1272365; in the data active = inhibition mostly above about 37%, no sharp cut-off; inactive = mostly below about 20%;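 also: plate controls were negative control peptide for no effect and reference peptide for full effect; strong numbers were not always called active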
Mtb FBA inh – Mtb fructose-bisphosphate aldolase inhibition; P9WQA3; purified M. tuberculosis FBA, fluorescence read-out; inhibition, % at 1 µM; 2.3% of 360,000 active; AID 588726; in the data active = inhibition above about 27%;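 also: 0% = vehicle and 100% = reference inhibitor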
Target sequence (P9WQA3 whole entry, looked up): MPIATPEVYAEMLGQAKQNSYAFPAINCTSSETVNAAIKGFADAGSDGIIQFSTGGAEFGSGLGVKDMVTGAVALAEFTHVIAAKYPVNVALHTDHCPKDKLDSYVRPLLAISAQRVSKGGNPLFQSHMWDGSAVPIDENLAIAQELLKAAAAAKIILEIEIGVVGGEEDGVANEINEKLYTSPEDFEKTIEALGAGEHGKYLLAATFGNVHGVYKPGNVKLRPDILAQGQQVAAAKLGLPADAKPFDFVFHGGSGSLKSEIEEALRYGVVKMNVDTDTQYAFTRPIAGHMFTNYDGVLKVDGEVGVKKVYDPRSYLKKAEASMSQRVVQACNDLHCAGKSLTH
GDH-TPI counter – GDH-TPI coupled enzyme inhibition counter-screen; GDH-TPI coupled enzyme counterscreen, NADH absorbance; 1.2% of 360,000 active; inhibition, % at 4.8 µM; AID 588335; in the data active = inhibition above about 30%;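 also: 0% = DMSO wells and 100% = wells lacking the enzyme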
SARS 3CLpro inh – SARS-CoV 3CLpro protease inhibition | P0C6X7 | recombinant SARS-CoV 3CLpro, quenched FRET peptide cleavage | inhibition, % at 6 µM | 0.14% of 290,000 active | AID 1706; in the data active = inhibition above about 12%
BH1578 lux ind – induces V. cholerae light production without autoinducers | V. cholerae BH1578 lux reporter, luminescence, 6 h | activation, % at 18.7 µM | 0.16% of 350,000 active | AID 588436; in the data active = activation mostly above about 9.7%, no sharp cut-off; also: not every result past the cut was called active; inactives centre near 0; reference of the scale not given here
Mtb BioA inh – blocks M. tuberculosis BioA enzyme activity. purified M. tuberculosis BioA enzyme, plate reader. inhibition, % at 9.99 µM. 0.096% of 360,000 active. AID 602481; in the data active = inhibition above about 40%
MazEF act – MazEF (E. coli) toxin RNase activation | FAM/BHQ RNA-DNA oligo cleavage fluorescence, 5 h | activation, % at 20 µM | AID 504720 | 0.32% of 350,000 active; in the data active = activation above about 50%
Mtb UGM inh – blocks M. tuberculosis UGM enzyme | inhibition, % at 10 µM | 0.06% of 320,000 active | purified UGM, fluorescence polarization probe displacement | AID 504406; in the data active = inhibition above about 10%, passing the limit was not always enough
Target sequence (P9WIQ1 whole entry, looked up): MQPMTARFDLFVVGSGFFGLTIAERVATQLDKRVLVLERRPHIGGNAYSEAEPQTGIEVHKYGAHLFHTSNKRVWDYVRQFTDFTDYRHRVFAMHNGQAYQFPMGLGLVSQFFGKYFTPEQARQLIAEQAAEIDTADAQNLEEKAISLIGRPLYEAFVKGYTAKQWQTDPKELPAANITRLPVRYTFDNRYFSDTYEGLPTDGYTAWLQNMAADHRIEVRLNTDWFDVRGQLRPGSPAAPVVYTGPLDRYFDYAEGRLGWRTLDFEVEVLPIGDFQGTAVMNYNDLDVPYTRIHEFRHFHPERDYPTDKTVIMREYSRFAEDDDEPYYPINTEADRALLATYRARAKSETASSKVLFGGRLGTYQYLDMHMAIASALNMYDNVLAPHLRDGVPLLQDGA
* hit, by the source's call; i = inactive; · = not tested or not shown; & = joins results of further samples. The list is partial, so the mix of outcomes need not match the whole.

SMILES	VHR inh abs	Rv3671c inh	SSB-PriA inh	Mtb FBA inh	GDH-TPI counter	SARS 3CLpro inh	BH1578 lux ind	Mtb BioA inh	MazEF act	Mtb UGM inh
O=C1CSC(c2cn(-c3ccccc3)nc2-c2ccccc2)N1Cc1ccco1 (centres undefined)	-16	-5	6	2	9	1	-0.5	0.2	-1	3.5
CCOC(=O)c1sc(NC(=O)CCCn2nc([N+](=O)[O-])c(Cl)c2C)c(C(=O)OCC)c1C	-4	-5	-11	-3	20	-2	-0.2	0.9	-16	1.7
COc1ccc(N2CCN(C(=O)c3ccc4c(Cl)c5c(nc4c3)CCCC5)CC2)cc1	8	5	1	-2	11	6	-0.2	-1.1	5	1.7
O=C1CC(Nc2cc(=O)[nH]c(=O)[nH]2)C(=O)N1c1ccccc1Cl (centres undefined)	8	-1	-12	2	13	-3	i	-2.1	-6	4.1
CCCCCCN1C[C@H](O)[C@@H](n2cc(-c3ccc(F)cc3)nn2)C[C@@H]1c1ccccc1	·	·	·	-2	2	·	-0.6	-2.0	-5	·
CC(C)C(=O)Nc1ccc(N2CCCC2)c(Cl)c1	19	5	-9	-1	-1	-1	-0.3	·	-29	-1.2
CC1(C)Cc2c(cnn2-c2ccccc2)C(NC(=O)CCc2ccc(=O)[nH]n2)C1 (centres undefined)	24	-2	2	3	-13	4	i	-0.3	5	-1.0
COc1cc(COCC(O)CN2CCOCC2)cc(OC)c1OC (centres undefined)	-8	1	-2	2	0	0	i	-0.8	2	-1.3
COc1ccc(CNC(=O)C2CCC(CNS(=O)(=O)c3ccccc3)CC2)cc1 (centres undefined)	1	-6	-1	-5	4	1	-1.4	0.3	-3	-0.9
Cc1ccc2oc(C(=O)N3CCN(Cc4nccn4C)CC3)c(C)c2c1	17	7	6	0	1	3	i	-0.1	6	-0.6

In another format: results already given.
compound,VHR inh abs,Rv3671c inh,SSB-PriA inh,Mtb FBA inh,GDH-TPI counter,SARS 3CLpro inh,BH1578 lux ind,Mtb BioA inh,MazEF act,Mtb UGM inh
COc1ccc(N2CCN(C(=O)c3ccc4c(Cl)c5c(nc4c3)CCCC5)CC2)cc1,8,5,1,-2,11,6,-0.2,-1.1,5,1.7
O=C1CC(Nc2cc(=O)[nH]c(=O)[nH]2)C(=O)N1c1ccccc1Cl (centres undefined),8,-1,-12,2,13,-3,i,-2.1,-6,4.1
CCCCCCN1C[C@H](O)[C@@H](n2cc(-c3ccc(F)cc3)nn2)C[C@@H]1c1ccccc1,·,·,·,-2,2,·,-0.6,-2.0,-5,·
CC(C)C(=O)Nc1ccc(N2CCCC2)c(Cl)c1,19,5,-9,-1,-1,-1,-0.3,·,-29,-1.2

More compounds follow:
SMILES	VHR inh abs	Rv3671c inh	SSB-PriA inh	Mtb FBA inh	GDH-TPI counter	SARS 3CLpro inh	BH1578 lux ind	Mtb BioA inh	MazEF act	Mtb UGM inh
O=C(Cc1cccs1)NNC(=O)c1ccccc1Cl	·	7	5	1	-7	·	i	-0.1	1	-2.6
O=C(NCCCN1CCCCC1)c1ccc2c(=O)n(CCc3ccccc3)c(=O)[nH]c2c1	26	-8	-5	6	21	0	-2.1	-2.7	19	0.4
CCOC(=O)C1=C(C)NC(C)=C(C(=O)OCC)C1c1cc(N)ccc1OC(F)F	6	1	2	7	14	-2	i	0.0	4	1.5
Cc1ccc(S(=O)(=O)Nc2cccc(-c3ccc4nncn4n3)c2)cc1	·	-2	-3	3	6	·	-1.2	0.1	4	·
O=[N+]([O-])c1cccc2c1ccc1ncccc12	·	0	2	0	17	-3	5.2	-5.2	-7	0.1
O=c1[nH]c(=O)n(-c2ccccc2)c(O)c1/C=C/C=Nc1ccccc1	40	-24	·	-20	18	-5	i	·	-212	-6.2
CCNC(=O)CN(c1ccccc1OC)S(=O)(=O)c1cccs1	2	3	-4	8	-6	3	5.2	-0.1	4	0.2
Cc1ccccc1N(CC(=O)NCCSCc1ccccc1)S(C)(=O)=O	25	3	-11	0	-1	-4	i	1.9	0	-0.1
O=C(CC(NS(=O)(=O)c1ccc(Cl)cc1)c1ccco1)NCc1ccco1 (centres undefined)	-4	-4	-1	7	6	-2	i	-0.9	-4	0.5
CC(=O)Nc1cc(-c2nn(C)c(=O)c3ccccc23)ccc1N1CCCCC1	23	-2	-3	3	4	3	-5.9	0.4	-4	-0.9
CCN(CC)c1nc(Oc2ccc(C(=O)OC)cc2)nc(N2CCOCC2)n1	6	-2	0	1	11	1	-0.8	·	-1	2.6
COc1ccc(CN2CCN(Cc3csc(C(C)=O)c3)CC2CCO)c(C)c1C (centres undefined)	-1	1	-1	-4	-3	7	-0.2	·	9	-2.2
Cc1ccc(OCCCN2CCOCC2)c([N+](=O)[O-])c1	-7	10	0	12	7	-2	i	-1.9	-3	0.9
Cc1onc(-c2ccccc2Cl)c1C(=O)N1CCN(c2ccccc2)CC1	6	12	7	-4	3	-3	i	0.4	0	3.8
Cc1ccc(-c2nc3cc(N)ccc3o2)cc1	3	-2	-6	11	20	2	i	-0.4	2	0.7
O=C(CC1(O)C(=O)N(Cc2cccc3ccccc23)c2ccccc21)c1cccnc1 (centres undefined)	28	-8	21	0	-4	8	-0.2	-0.6	3	4.4
O=C(Nc1ccccc1)N1CC=C(c2ccc(F)cc2)CC1	-20	-4	-5	-1	9	3	-0.6	0.1	-6	1.9
COc1cccc(C2C=C(Nc3ccccc3)C(=O)N2c2ccccc2)c1 (centres undefined)	10	5	4	1	0	1	i	·	-8	2.1
CCCCCN(C(=O)CCC(=O)OCC(=O)c1c(C)cc(C)cc1C)c1c(N)n(CCCC)c(=O)[nH]c1=O	·	-1	-7	-7	4	·	-2.8	·	6	-0.4
O=C1CN=C(c2ccccc2)c2ccccc2N1	4	-5	-1	1	-3	-2	-0.9	0.0	1	0.1

An excerpt from above in order of molar mass, lowest first.
SMILES	VHR inh abs	Rv3671c inh	SSB-PriA inh	Mtb FBA inh	GDH-TPI counter	SARS 3CLpro inh	BH1578 lux ind	Mtb BioA inh	MazEF act	Mtb UGM inh
Cc1ccc(-c2nc3cc(N)ccc3o2)cc1	3	-2	-6	11	20	2	i	-0.4	2	0.7
COc1cccc(C2C=C(Nc3ccccc3)C(=O)N2c2ccccc2)c1 (centres undefined)	10	5	4	1	0	1	i	·	-8	2.1
CCCCCN(C(=O)CCC(=O)OCC(=O)c1c(C)cc(C)cc1C)c1c(N)n(CCCC)c(=O)[nH]c1=O	·	-1	-7	-7	4	·	-2.8	·	6	-0.4

Remaining list, next part.
SMILES	VHR inh abs	Rv3671c inh	SSB-PriA inh	Mtb FBA inh	GDH-TPI counter	SARS 3CLpro inh	BH1578 lux ind	Mtb BioA inh	MazEF act	Mtb UGM inh
CCCCOc1ccc(-c2nnn(C(C)C(=O)OCC)n2)cc1 (centres undefined)	12	-3	-20	0	-5	2	-0.3	·	-2	-0.5
CCOC(=O)Cc1csc(NC(=O)c2ccc(Br)o2)n1	-4	-2	5	-12	11	-1	-1.6	·	4	0.6
O=C(CN1C(=O)NC2(CCCCCC2)C1=O)N1CCN(S(=O)(=O)c2ccccc2)CC1	18	-1	-8	3	4	-1	-0.6	·	4	1.2
Cc1ccc(-c2nnc(SCC(=O)Nc3nccs3)n2N)cc1	-5	5	-18	-2	12	2	i	0.0	3	-2.1
O=C(O)C1CCCN1C(=O)OCc1ccccc1 (centres undefined)	20	-5	10	2	1	-1	i	-3.2	1	0.0
COc1ccc(N2CCN(C(=O)c3cc4c(-c5ccc(Cl)cc5)nn(C)c4s3)CC2)cc1	11	10	-5	3	14	3	-0.5	-0.8	0	1.3
COc1cc(NC(=O)CN(C)S(=O)(=O)c2ccc3c(c2)CCC(=O)N3)cc(OC)c1	19	10	-2	5	0	2	-0.2	0.8	4	-3.5
Cc1ccc(NC(=S)NNc2ccc(C(=O)O)cc2[N+](=O)[O-])cc1C	·	17	25	-2	15	·	-0.8	·	-9	0.5
O=C(NNC(=O)c1cc2ccccc2o1)c1ccncc1	·	-5	-2	-4	25	·	-0.8	-2.1	1	8.0
COc1ccc2c(c1)c(=O)c(C(=O)c1ccc(Cl)cc1)cn2CC(=O)Nc1ccc(F)cc1	-15	-10	4	0	-8	2	-0.3	-1.1	-5	-1.5
Cc1cccc2c1N(C(=O)CN1C(=O)c3ccccc3C1=O)C(C)(C)c1ssc(=S)c1-2	8	9	51	-9	0	2	-0.3	·	-3	-1.0
c1ccc(-c2c[n+]3c(n2-c2ccccc2)SCC3)cc1	4	0	-14	2	0	-1	i	-0.5	1	-2.5
Cc1ccc(C(NC(N)=O)c2ccccc2)cc1 (centres undefined)	-2	-8	-15	2	12	-1	i	-0.6	4	-0.3
CC(=O)Nc1ccc(OC(=O)N2CCCCC2)cc1	-1	-9	-4	-2	-6	4	i	-0.2	1	0.6
Cc1ccc([N+](=O)[O-])c(NC2OC(CO)C(O)C2O)c1 (centres undefined)	1	-7	-4	-3	7	3	-0.3	·	1	-1.4
COC(=O)C1CCN(C(=O)Cn2nnc(-c3ccccc3)n2)CC1	21	-9	-7	1	3	-7	-0.1	4.5	-1	0.6
CCOC(=O)c1c(NCCN(C)C)c2ccccc2[nH]c1=O	13	11	-12	3	10	3	i	11	-6	0.4
COCCn1c(C)c(C(=O)O)sc1=S	-1	-3	-10	1	14	-8	-0.5	·	7	-2.1
COc1ccc(-c2ccc(N)[n+](CCCC(=O)O)n2)cc1	·	0	i	1	3	·	0.4	1.9	3	0.7
O=C1CCCCC1Sc1ccc(Cl)cc1[N+](=O)[O-] (centres undefined)	·	-63	-2	1	2	·	-0.4	·	13	-2.9
O=C(CCCCCN1C(=O)c2cccc3cccc(c23)C1=O)NC1CCS(=O)(=O)C1 (centres undefined)	10	1	12&-20	39*	11	-1	i	·	2	1.9
Cc1cc(-n2cnnn2)cc(C)c1S(=O)(=O)NCCOc1ccccc1	-14	3	-7	1	6	-5	i	0.9	2	-0.9
O=[N+]([O-])/C(C(Cl)=C(Cl)Cl)=C(\Nc1ccc(F)cc1)n1cncn1	6	-5	·	·	·	-3	·	·	·	0.9

Compound activity deposited in PubChem BioAssay by several laboratories.
